Screening results from PubChem.
GPR55 antagonists: GPR55 antagonists blocking LPI-driven arrestin recruitment, primary screen, imaging, U2OS, beta-arrestin-GFP, LPI agonist (AID 2013); U2OS GPR55 beta-arrestin-GFP translocation imaging, LPI antagonism; higher % means a stronger effect; one-dose inhibition, % at 10 µM; IC50 in µM for titrated hits; 0.13% of 290,000 active;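 active = spots per cell inhibited over 60%, with over 100 cells counted and total cytoplasm intensity under 500,000; inconclusive = wells with under 100 cells, flagged as likely toxic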;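 note: U2OS cells stably carrying GPR55 and arrestin-GFP stimulated by 5 µM LPI near EC80; imaged beta-arrestin-GFP aggregate spots per cell after agonist stimulation; plate controls were LPI-stimulated DMSO wells for no effect and DMSO wells without LPI for full effect; some results filed as inactive read as strong as hits; confirmed hits need IC50 under 10 µM and bright autofluorescent wells are also inconclusive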
NTR1 agonist: agonists of NTR1, primary screen, imaging, U2OS cells, beta-arrestin-GFP, high content (AID 493036) | activation, % at 20 µM | P30989 | 0.17% of 330,000 active | NTR1-U2OS beta-arrestin-GFP spot imaging, agonist mode;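 active = activation at or above 40% of the spot to cytoplasm intensity ratio, with at least 20 cells analyzed; inconclusive = wells under 20 cells, flagged as cytotoxic or low count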;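 note: 0% = DMSO without peptide and 100% = 100 nM NTR1 peptide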
Target sequence (P30989 whole entry, looked up): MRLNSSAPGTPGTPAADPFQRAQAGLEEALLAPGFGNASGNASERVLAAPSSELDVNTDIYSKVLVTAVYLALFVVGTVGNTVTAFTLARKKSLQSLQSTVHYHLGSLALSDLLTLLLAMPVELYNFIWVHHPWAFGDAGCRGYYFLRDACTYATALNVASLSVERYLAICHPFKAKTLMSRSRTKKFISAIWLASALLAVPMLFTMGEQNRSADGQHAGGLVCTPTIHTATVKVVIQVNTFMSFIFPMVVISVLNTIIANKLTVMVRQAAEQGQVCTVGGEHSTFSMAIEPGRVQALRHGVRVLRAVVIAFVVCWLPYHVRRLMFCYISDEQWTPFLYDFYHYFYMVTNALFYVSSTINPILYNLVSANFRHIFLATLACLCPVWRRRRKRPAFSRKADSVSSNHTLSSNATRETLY
AID2073: inhibitors of Mint1-CaV2.2 protein interaction, biochemical, HTRF (AID 2073); HTRF protein-protein interaction, Mint1-CaV2.2; higher % means a stronger effect; inhibition, % at 20 µM; hits with a dose series show IC50 in µM; 0.19% of 290,000 active; in the data active = inhibition mostly above about 51%, no sharp cut-off; inconclusive = no clear call, values can overlap the other calls; inactive = mostly below about 53%; note: some results filed as inactive read as strong as hits
SV40 large T antigen: TAg ATPase/helicase activity blockers – biochemical (AID 1903). one-dose inhibition, % at 20 µM; IC50 in µM for titrated hits. SV40 large T antigen ATPase/helicase inhibition assay; higher % means a stronger effect. 0.39% of 310,000 active; in the data active = a potency from the dose series; inconclusive = inhibition mostly from about 32% at the one dose, without a potency; inactive = the rest, 99 in 100 with inhibition below about 32%; note: strong numbers were not always called active
Yfh1-depleted yeast: mitochondrial function rescue without frataxin homolog – Friedreich's ataxia, plus single-dose screen, dose response (AID 1465). S. cerevisiae Yfh1-off respiration, WST-1 reduction, 72 h; higher fold induction means a stronger effect. fold induction at 50 µM, or EC50 in µM where a hit was titrated. 0.074% of 220,000 active;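 active = fold induction of absorbance versus untreated yeast above a set limit, then at least 30% activation at any dose in follow-up; inconclusive = repeats straddling the limit, or above it without dose testing; inactive = fold induction below the set limit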;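 note: activators that raise dye reduction in frataxin-depleted yeast; strong numbers were not always called active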
NS5 inhibitors: flavivirus cap methylation enzyme inhibition – biochemical, confirmation dose response, primary screen (AID 588689); Dengue-2 NS5 methyltransferase capping enzyme assay, biochemical; higher % means a stronger effect; 0.3% of 340,000 active; one-dose inhibition, % at 25 µM; IC50 in µM for titrated hits; in the data active = a potency from the dose series; inconclusive = inhibition above about 29% without an active follow-up result
MgcRacGAP inhibition: MgcRacGAP GTPase-activating activity inhibitors, confirmation, biochemical, ADP Hunter fluorescence; MgcRacGAP-stimulated Rac1 GTP hydrolysis, ADP Hunter fluorescence; higher % means a stronger effect; GST-tagged Rac1 F28L mutant substrate; inhibition, % at 30 µM, or IC50 in µM where a hit was titrated; 0.6% of 340,000 active; AID 624330;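 active = first-screen hits whose inhibition reached a set limit at any dose in the follow-up dose series; inconclusive = inhibition above the set first-screen limit but never retested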;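 note: fluorescence reports GDP produced by GAP-driven GTP hydrolysis; strong numbers were not always called active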
GPR55 beta-arrestin: selective activators of receptor GPR55 – imaging, U2OS cells, beta-arrestin-GFP redistribution, primary screen (AID 1961); 0.048% of 290,000 active; one-dose activation, % at 10 µM; EC50 in µM for titrated hits; U2OS GPR55 beta-arrestin-GFP redistribution imaging; higher % means a stronger effect;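 active = activation above 40% with more than 50 cells counted in the well; inconclusive = wells holding fewer than 50 cells, flagged as toxic or sparse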;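 note: U2OS osteosarcoma cells stably expressing GPR55 and beta-arrestin-GFP; plate controls were DMSO negative control for no effect and LPI positive control for full effect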
GPR35 antagonists: inhibition of zaprinast-stimulated GPR35 beta-arrestin translocation – imaging, U2OS, beta-arrestin-GFP, zaprinast agonist, primary screen (AID 2058) | U2OS GPR35 beta-arrestin-GFP translocation imaging, zaprinast antagonism; higher % means a stronger effect | one-dose inhibition, % at 10 µM; IC50 in µM for titrated hits | 0.052% of 290,000 active;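 active = inhibition of at least 50% with at least 30 cells and total cytoplasm GFP at most 10,000,000; inconclusive = under 30 cells or total GFP of 10,000,000 plus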
NTR1 agonist cell count 20 µM: also measured in NTR1 agonist; calls as there; cell count; measured here: cell count, cytotoxicity flag
NS5 inhibitors pilot replicate: recorded beside NS5 inhibitors, whose call it bears; inhibition, %; measured here: pilot screen replicate inhibition
* marks the source's active call; other numbers are inactive results; i = inactive; ? = inconclusive; . = not tested or not shown. Rows are unselected, and some 1.7% of all compounds hit somewhere here.

SMILES	GPR55 antagonists	NTR1 agonist	NTR1 agonist cell count 20 µM	AID2073	SV40 large T antigen	Yfh1-depleted yeast	NS5 inhibitors	MgcRacGAP inhibition	GPR55 beta-arrestin	GPR35 antagonists	others
Cc1ccc(C)c(/C=C2\N=C(c3ccccc3F)OC2=O)c1	1%	1.5	66	6%	7%	.	3%	10%	0.4%	5%	NS5 inhibitors pilot replicate=2.4
Cc1cc(C(=O)Nn2c(-c3ccc(Br)cc3)nc3ccccc3c2=O)ccc1[N+](=O)[O-]	14%	4.3	91	-6%	6%	i	2%	11%	1.0%	-8%
CCOC(=O)CC1(C)OCC(C[N+]2(C)CCCCC2)O1 (stereo not drawn)	-4%	0.0	45	1%	2%	i	-5%	-1%	-0.6%	-8%
COc1cc(/C=N/NC(=O)COc2ccc([N+](=O)[O-])cc2)ccc1OCC(=O)N1CCOCC1	13%	-0.8	41	0%	4%	.	-3%	1%	-0.1%	-6%
CN(C)c1ccc(/C=N/NC(=O)CCCO)cc1	4%	-1.0	84	-7%	13%	i	.	.	2.6%	4%
O=C(Nc1ccccc1N1CCN(C(=O)c2ccc(Cl)cc2)CC1)c1cc2ccccc2o1	8%	6.0	74	24%	2%	i	-3%	5%	0.2%	-4%
C/C(=N\Nc1cccc([N+](=O)[O-])c1)c1ccccc1O	9%	18	45	0%	17%	i	-4%	6%	-0.6%	-2%
CCc1ccccc1NC(=O)Cn1cccc1C1=NC(c2ccccc2)CO1 (stereo not drawn)	15%	1.0	51	-3%	6%	i	1%	16%	-0.3%	0%
O=C(NCCCN1CCOCC1)c1nn(-c2ccccc2)c(=O)c2ccccc12	.	1.0	47	.	0%	.	2%	5%	.	.
O=C(c1cc([N+](=O)[O-])ccc1N1CCOCC1)N1CCCCC1	-4%	1.7	44	-8%	3%	i	-1%	5%	-0.2%	14%

3 compounds out of the list, arranged by molar mass, descending.
SMILES	GPR55 antagonists	NTR1 agonist	NTR1 agonist cell count 20 µM	AID2073	SV40 large T antigen	Yfh1-depleted yeast	NS5 inhibitors	MgcRacGAP inhibition	GPR55 beta-arrestin	GPR35 antagonists	others
O=C(NCCCN1CCOCC1)c1nn(-c2ccccc2)c(=O)c2ccccc12	.	1.0	47	.	0%	.	2%	5%	.	.
O=C(c1cc([N+](=O)[O-])ccc1N1CCOCC1)N1CCCCC1	-4%	1.7	44	-8%	3%	i	-1%	5%	-0.2%	14%
CCOC(=O)CC1(C)OCC(C[N+]2(C)CCCCC2)O1 (stereo not drawn)	-4%	0.0	45	1%	2%	i	-5%	-1%	-0.6%	-8%

Continued:
SMILES	GPR55 antagonists	NTR1 agonist	NTR1 agonist cell count 20 µM	AID2073	SV40 large T antigen	Yfh1-depleted yeast	NS5 inhibitors	MgcRacGAP inhibition	GPR55 beta-arrestin	GPR35 antagonists	others
COc1ccc(Nc2nccc3c2ncn3C)cc1	.	1.4	48	.	11%	.	2%	8%	.	.
CN=c1sc2ccccc2n1CC(O)c1ccccc1 (stereo not drawn)	-10%	3.8	97	8%	.	i	-2%	7%	-0.1%	17%
CCOC(=O)C1CCN(C(=O)C(C)Sc2ccc(Cl)cc2)CC1 (stereo not drawn)	14%	-0.6	57	2%	11%	i	3%	-5%	-0.2%	9%
CC12CCC(C(=O)NC(c3ccccc3)c3ccccc3)(OC1=O)C2(C)C (stereo not drawn)	10%	1.9	63	4%	10%	i	-5%	5%	-0.1%	-8%
NC(=O)CC(NC(=O)c1ccc(Br)cc1)c1ccc(NCc2ccc(F)cc2)c([N+](=O)[O-])c1 (stereo not drawn)	10%	8.7	94	16%	10%	i	-2%	3%	-0.1%	-7%
C/C(=N\NC(=O)C(O)(c1ccccc1)c1ccccc1)c1ccc(C)o1	10%	-0.6	75	1%	-2%	i	-15%	12%	0.5%	-26%
COc1ccc(OCCCC(=O)NCCc2ccc(OC)c(OC)c2)cc1	6%	0.8	78	-6%	-5%	i	-5%	5%	1.2%	3%
CCCCOC(=O)c1ccc(NC(=O)CSCc2n[nH]c(=O)[nH]2)cc1	6%	0.8	48	1%	3%	i	5%	16%	-0.1%	13%
COc1ccccc1C(=O)NC(=S)NNC(=O)c1sc2ccccc2c1Cl	-1%	11	66	-6%	1%	i	-13%	11%	-0.1%	14%
Cc1ccc(N(Cc2ccc(C(=O)NCC3CCCO3)cc2)S(C)(=O)=O)cc1C (stereo not drawn)	2%	-0.4	35	7%	8%	i	2%	-2%	0.2%	-2%

Quoted at random: three entries already listed, in no set order.
SMILES	GPR55 antagonists	NTR1 agonist	NTR1 agonist cell count 20 µM	AID2073	SV40 large T antigen	Yfh1-depleted yeast	NS5 inhibitors	MgcRacGAP inhibition	GPR55 beta-arrestin	GPR35 antagonists	others
CC12CCC(C(=O)NC(c3ccccc3)c3ccccc3)(OC1=O)C2(C)C (stereo not drawn)	10%	1.9	63	4%	10%	i	-5%	5%	-0.1%	-8%
COc1ccccc1C(=O)NC(=S)NNC(=O)c1sc2ccccc2c1Cl	-1%	11	66	-6%	1%	i	-13%	11%	-0.1%	14%
COc1ccc(Nc2nccc3c2ncn3C)cc1	.	1.4	48	.	11%	.	2%	8%	.	.

New compounds follow.
SMILES	GPR55 antagonists	NTR1 agonist	NTR1 agonist cell count 20 µM	AID2073	SV40 large T antigen	Yfh1-depleted yeast	NS5 inhibitors	MgcRacGAP inhibition	GPR55 beta-arrestin	GPR35 antagonists	others
Cc1cc(=O)oc(C)c1C(=O)Nc1cnc2ccccc2c1	-4%	0.4	50	-4%	4%	i	2%	13%	-0.2%	-10%
CCOC(=O)c1sc(CS(=O)(=O)c2ccc(Cl)cc2)nc1C	5%	-1.1	42	-14%	6%	i	5%	11%	-0.2%	56%
CC(C)c1ccccc1NC(=S)N1CCN(S(=O)(=O)c2cccs2)CC1	12%	0.3	51	-4%	13%	i	-8%	1%	0.6%	-9%
O=C1CC(/C=C/c2ccncc2)=Nc2ccccc2N1	-4%	2.0	40	8%	14%	i	-15%	0%	-0.4%	17%
CCCCC1(CC(=O)OC)C(=O)N(c2ccccc2)N(c2ccccc2)C1=O	-3%	2.3	68	-2%	1%	i	0%	-1%	0.1%	-1%
CC(C)c1nc(CNC(=O)C2CCC(=O)N(Cc3ccc(Cl)cc3)C2)no1 (stereo not drawn)	-6%	-0.2	27	0%	0%	.	-5%	5%	0.2%	-4%
CN(Cc1c(F)cccc1Cl)C(=O)c1cccc(S(=O)(=O)NCc2ccccc2)c1	.	1.6	56	.	26%	.	5%	-4%	.	.
Cc1cc(C)c(S(=O)(=O)NCC2CCC(C(=O)NCCCN3CCOCC3)CC2)c(C)c1 (stereo not drawn)	16%	.	.	-4%	5%	i	-7%	8%	-1.0%	23%
Cc1ccc(S(=O)(=O)Oc2ccc(/C=N/NC(=O)c3cccnc3)cc2)cc1	-3%	-2.4	85	0%	22%	i	1%	9%	-0.1%	7%
CCn1c(NC(=O)c2ccc(C)cc2)c2ccccc2nc1=O	-7%	0.3	62	36%	-1%	i	-3%	1%	-0.3%	-3%

For reference, 2 of the compounds above.
SMILES	GPR55 antagonists	NTR1 agonist	NTR1 agonist cell count 20 µM	AID2073	SV40 large T antigen	Yfh1-depleted yeast	NS5 inhibitors	MgcRacGAP inhibition	GPR55 beta-arrestin	GPR35 antagonists	others
CCCCC1(CC(=O)OC)C(=O)N(c2ccccc2)N(c2ccccc2)C1=O	-3%	2.3	68	-2%	1%	i	0%	-1%	0.1%	-1%
CC(C)c1nc(CNC(=O)C2CCC(=O)N(Cc3ccc(Cl)cc3)C2)no1 (stereo not drawn)	-6%	-0.2	27	0%	0%	.	-5%	5%	0.2%	-4%

The list continues:
SMILES	GPR55 antagonists	NTR1 agonist	NTR1 agonist cell count 20 µM	AID2073	SV40 large T antigen	Yfh1-depleted yeast	NS5 inhibitors	MgcRacGAP inhibition	GPR55 beta-arrestin	GPR35 antagonists	others
CC(=O)c1n[nH]nc1Nc1nc(C)cc(C)n1	4%	-1.3	55	12%	6%	i	-5%	0%	-0.2%	25%
CC(=O)c1cc(-c2ccccc2)n(CC(=O)Nc2ccc(C)c(C)c2)c1C	0%	-0.2	57	-7%	4%	i	-5%	4%	-0.3%	-1%
Cc1onc(-c2ccccc2Cl)c1C(=O)Nc1cccc(S(=O)(=O)NC2=NCCC2)c1	.	1.3	60	.	9%	.	-4%	6%	.	.
CCN(CC)CCNC(=O)c1ccc(Cl)c(S(=O)(=O)Nc2ccccc2OC)c1	2%	-0.6	52	9%	0%	i	-1%	0%	-0.1%	4%
O=C(Nc1ccc(O)cc1)C1CCCO1 (stereo not drawn)	4%	0.3	51	-7%	28µM*	i	4%	?	-0.1%	9%
O=C(CSc1nnc(Cc2cc(=O)[nH]c(=O)[nH]2)n1-c1ccc(Cl)cc1)NCC1CCCO1 (stereo not drawn)	4%	-0.3	81	3%	11%	i	1%	6%	-0.1%	-4%
Cc1ccc(C(=O)NCCS(=O)(=O)N2CCN(c3ccccc3F)CC2)cc1[N+](=O)[O-]	0%	2.1	66	?	10%	.	0%	8%	-0.2%	9%
CCCCCOc1ccc(C(=O)CCC(=O)N2CCCC2)cc1	-9%	3.2	38	12%	0%	.	-6%	9%	-0.2%	7%
CC(C)(C)[C@H]1C=C(C(=O)NC2CC2)O[C@@H](OCCCCO)C1	5%	0.9	48	4%	6%	i	0%	0%	0.5%	10%
Cc1c(C=O)c2ccccc2n1CCOc1ccccc1F	10%	-0.1	67	-5%	8%	.	3%	8%	-0.2%	6%
COc1ccc(C(CNC(=O)c2ccc(N3CCCC3=O)cc2)N(C)C)cc1 (stereo not drawn)	15%	-0.4	45	-6%	1%	i	-1%	11%	-0.1%	9%
CC(=O)N1CC=CC1(CC(C)C)C(=O)NCCc1c[nH]c2ccccc12 (stereo not drawn)	4%	-1.2	102	-8%	13%	i	-3%	9%	-0.1%	4%
